Mdm2-MdmX inh: human Mdm2/MdmX binding inhibition; O15151+Q00987; inhibition, % at 8 µM; 330,000 tested, 3% active; SaOS-2 split-luciferase Mdm2/MdmX complementation, luminescence;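 active means inhibition of at least 50% at 8 µM in the primary screen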
Target sequence (O15151 whole entry, looked up): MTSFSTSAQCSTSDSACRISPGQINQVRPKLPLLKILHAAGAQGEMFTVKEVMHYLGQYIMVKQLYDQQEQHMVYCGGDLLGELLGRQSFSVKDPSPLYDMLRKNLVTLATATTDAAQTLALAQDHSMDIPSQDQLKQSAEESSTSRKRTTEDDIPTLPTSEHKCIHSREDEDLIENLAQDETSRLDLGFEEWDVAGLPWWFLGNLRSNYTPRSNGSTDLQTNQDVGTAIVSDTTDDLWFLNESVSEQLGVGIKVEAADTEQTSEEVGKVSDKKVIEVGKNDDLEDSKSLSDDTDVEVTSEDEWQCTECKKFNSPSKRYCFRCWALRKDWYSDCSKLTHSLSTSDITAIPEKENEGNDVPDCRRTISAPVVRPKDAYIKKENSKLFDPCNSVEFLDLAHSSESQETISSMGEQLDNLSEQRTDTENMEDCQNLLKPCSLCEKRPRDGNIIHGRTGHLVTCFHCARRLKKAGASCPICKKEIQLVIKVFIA
Target sequence (Q00987 whole entry, looked up): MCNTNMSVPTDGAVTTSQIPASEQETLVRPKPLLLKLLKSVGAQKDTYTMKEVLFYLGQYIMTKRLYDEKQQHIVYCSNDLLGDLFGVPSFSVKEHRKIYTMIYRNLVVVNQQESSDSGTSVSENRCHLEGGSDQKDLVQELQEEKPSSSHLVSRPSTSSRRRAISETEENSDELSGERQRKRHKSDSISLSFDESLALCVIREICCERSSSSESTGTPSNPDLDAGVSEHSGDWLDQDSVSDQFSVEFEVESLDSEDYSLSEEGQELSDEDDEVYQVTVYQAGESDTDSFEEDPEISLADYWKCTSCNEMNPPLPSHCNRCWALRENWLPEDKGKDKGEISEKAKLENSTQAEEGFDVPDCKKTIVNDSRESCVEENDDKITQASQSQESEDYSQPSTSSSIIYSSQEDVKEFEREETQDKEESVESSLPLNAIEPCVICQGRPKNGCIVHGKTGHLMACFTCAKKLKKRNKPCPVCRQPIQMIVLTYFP
UPR XBP1 act: adaptive UPR (XBP1) activation | CHO-XBP1 luciferase reporter, IRE1-XBP1 UPR activation, luminescence; percent of tunicamycin response, DMSO as zero | 330,000 tested, 0.33% active | activation, % at 20 µM;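 active means versus positive control, 20 µM dose yields 30% or more activation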;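 further: 100% = tunicamycin at 10 µg/mL and 0% = DMSO only wells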
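assay system = CHO-XBP1 luciferase reporter cells | amount = 1000 cells/well | buffer or medium = F12 plus 10% FBS | compound dosing = single point, 20 µM final compound, 1% DMSO | incubation = 16-18 h cell attachment at 37 °C, then 6 h compound exposure | detection = Steady-Glo luminescence read | controls = tunicamycin 10 µg/mL and vehicle-only wells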
APJ antagonist: antagonists of human APJ apelin receptor. P35414. inhibition, % at 20 µM. 330,000 tested, 0.32% active. CHO-K1 APJ beta-arrestin complementation, luminescence;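 active means inhibition above about 40% at 20 µM, limit read from the data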;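 further: cells challenged with 10 nM apelin-13 agonist together with compound; plate controls were apelin-13 plus DMSO wells for no effect and DMSO wells lacking apelin-13 for full effect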
tim23-1 inh: growth inhibitors of tim23-1 mutant yeast. S. cerevisiae tim23-1 growth, BacTiter-Glo luminescence, 24 h. inhibition, % at 20 µM. 330,000 tested, 1.3% active. AID 463212;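 active means growth inhibition of the mutant yeast at or above 50%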;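 further: temperature-sensitive mutant grown at 25 °C; plate controls were DMSO-treated mutant yeast for no effect and medium wells lacking yeast for full effect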
CHOP UPR activ: activators of apoptotic arm of unfolded protein response (CHOP) | AID 449763 | CHO-CHOP luciferase reporter, UPR activation, luminescence; percent of tunicamycin response over DMSO baseline | activation, % at 10 µM | 330,000 tested, 0.34% active;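 active means at 10 µM dose, activation of 40% or more, normalized to positive control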;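 further: 100% = tunicamycin at 10 µg/mL and 0% = DMSO alone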
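Material: CHO-CHOP cells, stable luciferase reporter of PERK-eIF2a-CHOP signalling; quantity: 500 reporter cells seeded per well; buffer or medium: F12 medium containing 10% fetal bovine serum; compound: one dose, 10 µM in 0.5% DMSO; incubation: 6 h compound treatment, 37 °C; measured by: Steady-Glo luciferase luminescence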
697 NFkB inh: inhibitors of the PMA/ionomycin-induced NF-kB reporter in 697 B cells | 330,000 tested, 0.33% active | AID 435022 | 697 B-cell NF-kB luciferase reporter, 16 h | inhibition, % at 4 µM; in the data active means inhibition above about 35%
APJ agonist: activates the human apelin receptor APJ; activation, % at 20 µM; 330,000 tested, 0.11% active; P35414; CHO-K1 APJ PathHunter beta-arrestin, luminescence; 0% DMSO wells, 100% apelin;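 active means activation more than six SD over the plate average, tested at 20 µM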;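 further: 0% = DMSO alone and 100% = apelin-13 at 10 nM; some results filed as inactive read as strong as hits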
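Material: engineered CHO-K1 APJ arrestin reporter cells; amount: 1000 CHO-K1 reporter cells seeded per well; incubation: compound stimulation 90 min at 25 °C, detection 60 min; signal: luminescent beta-gal fragment complementation, chemiluminescent substrate; read-out basis: APJ agonist activity; controls: DMSO-only wells as negative, 10 nM Apelin-13 as positive control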
Jurkat NFkB inh: lowers PMA/ionomycin-induced NF-kB signal in Jurkat cells; PMA/ionomycin-induced NF-kB luciferase reporter, luminescence; inhibition, % at 4 µM; 330,000 tested, 0.53% active; in the data active means inhibition above about 50%
The depositor's hits bear a star. Not a hit list, and some 5% of all compounds hit somewhere here.

SMILES	Mdm2-MdmX inh	UPR XBP1 act	APJ antagonist	tim23-1 inh	CHOP UPR activ	697 NFkB inh	APJ agonist	Jurkat NFkB inh
Cc1ccn(-c2ccc(NC(=O)c3cccs3)cc2)n1	-133	2	7	75*	5.6	-44	-2	-156
CCC1CCCCN1Cc1nc2c(c(=O)n(C)c(=O)n2C)n1CCCc1ccccc1 (centres undefined)	7	1	16	18	0.8	-20	1	5
O=C(NCCc1cccc(Cl)c1)c1ccc(OC2CCN(Cc3ccccn3)CC2)cc1	42	-9	-5	14	-0.7	-93	-2	20
N#Cc1ccc(C(=O)NNC(=O)c2cccc(S(=O)(=O)N3CCOCC3)c2)cc1	8	-2	10	-3	2.7	12	-2	-3
CCOc1ccc(OCC)c(NC(=O)c2ccc(CNc3c(N4CCCC4)c(=O)c3=O)cc2)c1	30	5	-7	10	-1.1	32	-3	35
Cc1cccc(Nc2nc(N)c([N+](=O)[O-])c(N3CC(C)OC(C)C3)n2)c1 (centres undefined)	9	4	14	30	5.0	-14	-4	12
COc1ccc(N2C(=O)CC(N3CCN(Cc4ccc5c(c4)OCO5)CC3)C2=O)cc1 (centres undefined)	18	1	14	9	-0.7	6	-2	5
C=CCOC(=O)C1C(=O)CC(C)(O)C(C(=O)OCC=C)C1c1ccc(OCC)cc1 (centres undefined)	31	-3	-17	-3	-4.4	9	-3	-14
O=C(NC(=S)Nc1ccccc1N1CCOCC1)c1ccc(-c2cc(Cl)ccc2Cl)o1	26	1	7	12	0.9	5	0	-8
Cc1ccc(S(=O)(=O)c2nc(-c3cccs3)oc2NCc2cccnc2)cc1	-3	-7	-9	11	3.1	-5	4	-3
CSCCC(NS(=O)(=O)c1ccccc1F)C(=O)NCC(C)(C)N1CCOCC1 (centres undefined)	-15	1	-1	2	-2.4	-9	0	-12
O=C(NCC1CCOCC1)c1cc(COc2ccc(F)cc2F)on1	28	-2	2	11	1.3	-7	-3	-1
Cc1ccccc1C(=O)Nc1ccccc1-n1cccc1	15	-4	10	14	-0.3	8	-3	13
O=C(COC(=O)c1cccnc1SCC(=O)NCc1ccccc1)NCc1ccccc1	-8	0	5	-6	0.0	-7	-4	-3
COCCn1c(SCC(=O)Nc2ccccc2F)nc2c([nH]c3ccccc32)c1=O	36	-5	-16	20	0.9	3	-6	5
O=C(Cc1ccccc1)NNC(=O)c1ccc(NC(=O)c2ccccc2)cc1	2	-3	1	4	-2.3	5	0	-13
O=C(c1ccc(Cl)cc1)c1nnc(-c2ccncc2)o1	15	2	-12	10	4.6	12	-1	12
O=C(CSc1nnc2c3c4c(sc3ncn12)CCCC4)NCc1ccco1	27	2	10	13	0.4	-9	-3	-9
CCOC(=O)C(C)(C)Sc1nc2c(cnn2-c2ccc(F)cc2)c(=O)[nH]1	28	0	7	21	1.0	23	-5	5
O=C(Nc1cccc(-c2cn3cccnc3n2)c1)c1cccs1	-13	2	-4	-2	2.9	-2	6	14
c1ccc(CCSc2ncnc3nc[nH]c23)cc1	-12	3	7	11	2.5	-42	1	-26
CC1=Nn2c(nnc2-c2ccco2)SC1	11	1	3	1	-0.4	18	-5	-2
O=C1NC(=Nc2ccccc2Cl)S/C1=C\c1ccc(C(=O)O)cc1	1	1	10	5	0.6	1	-1	-2
O=C1CC(N2CCSCC2)C(=O)N1c1cccc(Cl)c1 (centres undefined)	-3	1	-7	12	0.4	6	-2	1
CN1CCC(=NNC(=O)c2ccc(N(Cc3ccccc3Cl)S(C)(=O)=O)cc2)CC1	24	2	-33	13	-1.5	22	0	7
CCS(=O)(=O)c1ccc(O)c(NC(=O)NC2CCCCC2)c1	11	-1	-1	1	-1.2	10	-5	-9
COc1cc(=O)n(C)c2ccccc12	20	-2	8	-10	-2.0	8	-5	2
C/C(=N\Nc1nc(C)cc(-c2ccccc2)n1)c1ccc(C)o1	8	2	10	52*	-0.5	15	-2	-12
Cc1cc(C)c(C)c(OCC(O)CN2CCN(c3ccccn3)CC2)c1 (centres undefined)	-7	-4	6	15	0.8	4	-2	7
CC(Nc1ncnc2sccc12)c1ccccc1 (centres undefined)	26	-2	5	7	6.9	43*	2	61*
O=C(NNC(=O)c1ccc(NC(=O)c2ccccc2)cc1)c1ccc(F)cc1	30	-1	-9	-13	2.6	-1	0	10
COc1ccc(N(CC(=O)Nc2ccc(F)c(F)c2)S(=O)(=O)c2c(C)[nH]c(=O)[nH]c2=O)cc1	12	-3	-17	2	-0.3	16	-2	-11
Nc1cc(=O)[nH]c(SCC(=O)Nc2cc(S(=O)(=O)N3CCCCC3)ccc2Cl)n1	-12	0	3	-1	-0.2	9	-4	3
C#Cc1ccc([C@@H]2C=C(C(=O)NC3CC3)O[C@H](OCC)[C@H]2CCCO)cc1	16	1	23	16	-0.5	-11	-3	16
CCOc1cccc(C2/C(=C(/O)c3ccc4c(c3)CC(C)O4)C(=O)C(=O)N2Cc2ccncc2)c1 (centres undefined)	-5	-7	12	10	0.4	-26	1	11
O=C1N/C(=C\c2ccccc2)c2ccccc21	18	2	-4	12	1.9	-39	-3	14
COc1ccc2[nH]c3c(c2c1)CCN1C(=O)N([C@@H](C)C(=O)NC2CC2)C(=O)[C@]31C	22	-2	17	10	0.0	8	-3	8
O=C(CCCCn1c(=O)[nH]c2ccsc2c1=O)NCc1cccnc1	-2	0	8	-8	-1.5	3	-11	-4
CC(C)c1ccc(OC(=O)c2ccc3c(=O)n4c(nc3c2)CCC4)cc1	-1	2	-16	-1	6.0	22	-3	6
CN1C(=O)N(CC(=O)N2CCN(S(=O)(=O)c3ccc4c(c3)CCC4)CC2)C(=O)C12CCCCC2	23	-1	8	8	0.4	-10	1	4
O=S1(=O)CCC(n2ncc3c2/C(=C/c2ccccc2)CC3)C1 (centres undefined)	-7	-1	-11	21	-0.3	7	-1	3
O=C(COc1ccc(S(=O)(=O)N2CCCCC2)cc1Cl)N1CCCC1	-1	-4	-18	12	-1.5	-4	-2	-9
NC(=O)c1cc([N+](=O)[O-])cc2c1C=Cc1ccccc1O2	29	-2	-41	18	-2.5	0	-2	-6
COc1ccc(-c2noc(CNC(=O)C(C)Oc3ccccc3)n2)cc1 (centres undefined)	28	14	11	32	-2.1	15	-4	-3
Cc1[nH]n(-c2cccc(Cl)c2)c(=O)c1/C=N/n1c(C)nc2ccccc2c1=O	1	0	8	24	0.8	4	-3	-4
COCCN(Cc1cc2cc(C)ccc2n2nnnc12)C(=S)Nc1ccccc1C	51*	-2	7	8	-0.7	-7	-3	3
CCN(CC)CCCN(Cc1cc2cc3c(cc2[nH]c1=O)OCO3)C(=S)Nc1ccc(OC)cc1	14	-1	9	11	4.2	-14	0	-7
Cc1ccc(C(=O)NC(=S)Nc2cccc3c(C)cc(C)nc23)cc1	-1	5	1	8	2.0	13	-1	1
COC(=O)Nc1ccc(S(=O)(=O)N2CCCCC2C(=O)O)cc1 (centres undefined)	19	1	-11	-10	0.5	16	-3	-3
CC(=O)Nc1ccc(NC(=O)c2cc(=O)c3cc(C)c(C)cc3o2)cc1	33	4	-11	-2	0.0	-6	-2	-28
CC(=O)c1ccc(S(=O)(=O)Nc2cccc(-n3cnnn3)c2)cc1	12	0	-14	-6	-0.9	9	2	-13
CCOc1ccc(-c2nn[nH]n2)cc1OCC	20	0	11	9	-1.3	15	0	0
CC(=O)Nc1ccc(S(=O)(=O)Nc2ccc(-c3ccc4nnc(C)n4n3)cc2)cc1	-2	-1	12	2	-2.0	9	1	6
COc1ccc(C(=O)NCC(=O)NCC2COc3ccccc3O2)cc1 (centres undefined)	18	0	9	7	-0.4	20	-3	1
O=C(Cc1ccc(F)cc1)OCN1C(=O)c2ccccc2C1=O	40	-7	6	17	3.6	14	-3	-1
COc1ccc(C(=O)NCC(=O)N2CCC3(CC2)NCCc2[nH]cnc23)cc1	21	-1	-3	-14	0.8	-12	-4	-4
Cc1cc(C)n(CCc2nc(-c3ccco3)cs2)n1	4	-4	56*	-1	0.3	16	-11	9
CNS(=O)(=O)c1cccc(C(=O)OCC(=O)N2CCc3ccccc3C2)c1	4	1	-2	11	3.9	17	-7	8
CCOc1ccc(NC(=O)CC2C(=O)N(c3ccc(OC)c(Cl)c3)C(=S)N2C2CC2)cc1 (centres undefined)	10	0	-11	-4	-0.8	-9	-4	-5
CCCc1cc(=O)n2c(nc3ccccc32)[nH]1	-2	7	-28	1	-0.8	-18	-7	-30
COc1ccc(CCNC(=O)CSCc2ccc(Cl)cc2)cc1OC	-7	0	-25	14	-0.3	-21	1	2
Cc1ccc(S(=O)(=O)N2CCN(C(=O)CSc3n[nH]c(N)n3)CC2)c(C)c1	6	-1	-1	-2	1.4	10	-2	11

13 of the compounds above, with values under each structure:
Each structure is followed by: Mdm2-MdmX inh	UPR XBP1 act	APJ antagonist	tim23-1 inh	CHOP UPR activ	697 NFkB inh	APJ agonist	Jurkat NFkB inh
O=S1(=O)CCC(n2ncc3c2/C(=C/c2ccccc2)CC3)C1 (centres undefined)
  -7	-1	-11	21	-0.3	7	-1	3
O=C(COc1ccc(S(=O)(=O)N2CCCCC2)cc1Cl)N1CCCC1
  -1	-4	-18	12	-1.5	-4	-2	-9
NC(=O)c1cc([N+](=O)[O-])cc2c1C=Cc1ccccc1O2
  29	-2	-41	18	-2.5	0	-2	-6
COc1ccc(-c2noc(CNC(=O)C(C)Oc3ccccc3)n2)cc1 (centres undefined)
  28	14	11	32	-2.1	15	-4	-3
Cc1[nH]n(-c2cccc(Cl)c2)c(=O)c1/C=N/n1c(C)nc2ccccc2c1=O
  1	0	8	24	0.8	4	-3	-4
COCCN(Cc1cc2cc(C)ccc2n2nnnc12)C(=S)Nc1ccccc1C
  51*	-2	7	8	-0.7	-7	-3	3
CCN(CC)CCCN(Cc1cc2cc3c(cc2[nH]c1=O)OCO3)C(=S)Nc1ccc(OC)cc1
  14	-1	9	11	4.2	-14	0	-7
Cc1ccc(C(=O)NC(=S)Nc2cccc3c(C)cc(C)nc23)cc1
  -1	5	1	8	2.0	13	-1	1
COC(=O)Nc1ccc(S(=O)(=O)N2CCCCC2C(=O)O)cc1 (centres undefined)
  19	1	-11	-10	0.5	16	-3	-3
CC(=O)Nc1ccc(NC(=O)c2cc(=O)c3cc(C)c(C)cc3o2)cc1
  33	4	-11	-2	0.0	-6	-2	-28
CC(=O)c1ccc(S(=O)(=O)Nc2cccc(-n3cnnn3)c2)cc1
  12	0	-14	-6	-0.9	9	2	-13
CCOc1ccc(-c2nn[nH]n2)cc1OCC
  20	0	11	9	-1.3	15	0	0
CC(=O)Nc1ccc(S(=O)(=O)Nc2ccc(-c3ccc4nnc(C)n4n3)cc2)cc1
  -2	-1	12	2	-2.0	9	1	6

Compound activity as filed in PubChem.
